Screens (PubChem)
CHO-K1 Ca PAM – nonselective activator or artifact in parental CHO-K1 calcium assay | ATP EC20, Fluo-8 calcium fluorescence; 0% at ATP EC20, 100% at ATP max | activation, % at 3 µM | actives 0.02% (n = 360,000);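 active means activation above the run cutoff, the mean activation of all test compounds plus 3 SD, cut at about 40% in these data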;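 further: peak over basal fluorescence ratio in a 140 s read after ATP addition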
V1aR counter – activates human V1a receptor in oxytocin agonist counter-screen; actives 0.25% (n = 320,000); activation, % at 3 µM; P37288; CHO-V1R cells, Fluo-8 calcium fluorescence, agonist mode; 0% DMSO, 100% 3 nM vasopressin; AID 2797;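 active means activation above the mean activation of all tested compounds plus 3 SD, per screening run, cut at about 20% in these data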;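 further: signal is peak over basal fluorescence ratio across a 100 second FLIPR read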
Target sequence (P37288 whole entry, looked up): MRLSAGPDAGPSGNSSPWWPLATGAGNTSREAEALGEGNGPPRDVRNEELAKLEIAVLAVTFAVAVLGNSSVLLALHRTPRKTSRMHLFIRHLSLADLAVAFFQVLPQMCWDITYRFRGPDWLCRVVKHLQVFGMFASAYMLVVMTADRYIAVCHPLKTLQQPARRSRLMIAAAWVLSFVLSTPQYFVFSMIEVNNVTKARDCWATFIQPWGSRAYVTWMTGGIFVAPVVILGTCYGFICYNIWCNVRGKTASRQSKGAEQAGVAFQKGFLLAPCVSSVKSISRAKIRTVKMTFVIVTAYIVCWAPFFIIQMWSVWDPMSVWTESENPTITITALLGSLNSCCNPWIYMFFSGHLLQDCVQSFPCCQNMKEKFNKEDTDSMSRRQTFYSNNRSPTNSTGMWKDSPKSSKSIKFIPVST
CHO parental Ca – signal in parental CHO cells, OX1R antagonist counter-screen; parental CHO-K1, ATP-induced calcium, Fluo-8 fluorescence; inhibition, % at 5.6 µM; actives 0.63% (n = 330,000); AID 463079;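 active means inhibition above that plate's mean sample inhibition plus 3 SD, cut at about 26% in these data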;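 further: 0% = ATP-challenged DMSO wells and 100% = DMSO wells without ATP; some compounds past the cut are filed as inactive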
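Assay system: parental CHO cells; Read-out basis: percent inhibition of ATP-evoked calcium rise, normalized to controls; Benchmarks: ATP and no-ATP DMSO wells; Compound dosing: single nominal dose of 5.6 µM per compound; Signal: Fluo-8 calcium dye fluorescence; Also added: ATP as calcium-mobilizing challenge; Repeats: singlicate.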
CHO-K1 Ca antag – M1 antagonist counterscreen hit in parental CHO-K1 cells. ATP-induced calcium, Fluo-8 fluorescence. inhibition, % at 3 µM. actives 0.6% (n = 360,000);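 active means inhibition above a per-plate cutoff, the plate's mean sample inhibition plus 3 SD, cut at about 24% in these data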;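 further: 0% = DMSO plus EC80 ATP and 100% = DMSO alone without ATP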
OXTR potentiate – potentiates the human oxytocin receptor response | CHO-OTR cells, Fluo-8 calcium fluorescence, potentiator mode; 0% = oxytocin EC15, 100% = EC100 | activation, % at 3 µM | P30559 | actives 0.061% (n = 320,000);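 active means activation above that plate's cutoff, the mean activation of tested compounds plus 3 SD, cut at about 6.6% in these data, passing the limit was not always enough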;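 further: 100% uses oxytocin at 75 nM as the full agonist control; some results filed as inactive read as strong as hits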
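Replication – single well per compound, singlicate · Assay system – CHO cell line stably expressing human OTR · Timing – 6 min pre-incubation, 100 s read · Measure – normalized max/min fluorescence ratio, % activation · Doses – 3.0 µM, one dose · Detection – Fluo-8 calcium dye fluorescence · Probe or stimulus – oxytocin near EC15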
TAAR1 antag – human TAAR1 antagonism | Q96RJ0 | CHO RD-HGA16 TAAR1, Fluo-8 calcium fluorescence, antagonist | inhibition, % at 3 µM | actives 1.5% (n = 360,000);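 active means inhibition above a per-plate cutoff, the mean inhibition of test compounds on that plate plus 3 SD, cut at about 49% in these data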;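 further: 0% = DMSO plus EC80 beta-PEA response and 100% = DMSO alone without agonist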
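Test system – hTAAR1-expressing CHO RD-HGA16 cells, Gα16-coupled · Reagent – β-PEA at EC80 concentration, post-compound challenge · Compound dosing – 3 µM, single point · Timing – 140 s kinetic read after compound, 140 s after agonist · Detection – Fluo-8 intracellular calcium dye fluorescence, real-time kinetic reads · Control set – DMSO and EC80 PEA controls · Repeats – n of 1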
M1 ag parental – counter-screen for M1 agonists: effect in parental CHO-K1 cells. actives 0.48% (n = 360,000). Fluo-8 calcium fluorescence; scaled to maximal ATP response, vehicle zero. AID 602248. activation, % at 3 µM; in the data active means activation above about 15%;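 further: untransfected CHO-K1 host cells lacking M1 receptor as counterscreen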
TAAR1 ag – human TAAR1 agonism; Q96RJ0; CHO RD-HGA16 TAAR1, Fluo-8 calcium fluorescence; vehicle wells 0%, saturating PEA agonist 100%; activation, % at 3 µM; actives 0.99% (n = 360,000);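 active means activation above the mean activation of all test compounds in the run plus 3 SD, cut at about 38% in these data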
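Signal – calcium-sensitive Fluo-8 signal, excitation 470-495, emission 515-575 nm · System – RD-HGA16 (CHO) cells co-expressing Gα16 and hTAAR1 · Incubation – 17-24 h seeding, 75 min 37 °C dye, 30 min RT · Compound dosing – 3 µM single concentration · Repeats – no replicates (n 1)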
M1 ag – activates human CHRM1 receptor | CHO-K1 hM1, Fluo-8 calcium fluorescence, agonist mode; 0% DMSO, 100% acetylcholine EC100 | activation, % at 3 µM | actives 0.33% (n = 360,000);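 active means activation above the run's mean compound activation plus 3 SD, cut at about 16% in these data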;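 further: peak over basal fluorescence ratio within a 140 s kinetic read after compound addition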
Target sequence (P11229 whole entry, looked up): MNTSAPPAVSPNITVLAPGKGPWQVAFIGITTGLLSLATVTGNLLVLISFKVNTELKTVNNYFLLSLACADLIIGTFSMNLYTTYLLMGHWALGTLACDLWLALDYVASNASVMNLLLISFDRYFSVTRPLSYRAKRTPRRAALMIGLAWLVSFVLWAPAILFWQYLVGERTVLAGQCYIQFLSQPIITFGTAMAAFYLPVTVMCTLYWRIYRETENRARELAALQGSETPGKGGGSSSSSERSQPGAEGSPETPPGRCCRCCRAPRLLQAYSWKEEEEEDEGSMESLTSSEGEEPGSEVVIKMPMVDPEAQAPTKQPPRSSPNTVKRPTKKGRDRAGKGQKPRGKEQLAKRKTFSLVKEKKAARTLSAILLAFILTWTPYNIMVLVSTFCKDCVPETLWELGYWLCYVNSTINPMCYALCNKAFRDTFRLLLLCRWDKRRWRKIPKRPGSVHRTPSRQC
* marks the source's active call; other numbers are inactive results; . = not tested or not shown. A portion of the library; count on the stated rates, not on these rows.

no.	smiles	CHO-K1 Ca PAM	V1aR counter	CHO parental Ca	CHO-K1 Ca antag	OXTR potentiate	TAAR1 antag	M1 ag parental	TAAR1 ag	M1 ag
1	CC(Cc1ccccc1)[n+]1cc(/N=C(\[O-])Nc2ccccc2)on1 (stereo not drawn)	10	0.9	-19	-4	-3	5	0.2	4	-2
2	O=[N+]([O-])c1ccccc1CN1CC=C(c2ccc(F)cc2)CC1	15	.	.	3	.	-15	-0.1	7	-8
3	CC(C)(C)NC(=O)Cn1cc(C(=O)c2ccccc2F)c2ccccc21	13	0.5	-16	-5	2	-2	0.8	13	1
4	Cc1cc(OCC(=O)O)c2c3c(c(=O)oc2c1)CCCC3	22	-0.2	-4	-13	-10	5	0.1	2	-2
5	CC(=O)c1ccc(OC(C)C)c(Cc2c(O)[nH]c(=S)[nH]c2=O)c1	15	0.5	-12	-8	-17	-12	0.6	0	-2
6	CCOC(=O)[C@@H]1[C@H]2COc3ccc(Br)cc3[C@H]2N2C(=O)N(c3cccc(C)c3)C(=O)[C@]12C	16	0.8	-23	-5	-4	1	1.9	10	-2
7	Cc1ccc(-n2c(O)c(C=Nc3ccc(S(N)(=O)=O)cc3)c(=O)[nH]c2=O)cc1	6	0.4	2	-2	-10	-12	-0.3	3	-6
8	COc1ccc(C(=O)Oc2cccc3cccnc23)cc1S(=O)(=O)N1CCOCC1	9	0.3	-5	-10	3	-10	1.7	2	-4
9	CCC(Oc1cc(Cl)ccc1Cl)C(=O)N1CCC2(CC1)OCCO2 (stereo not drawn)	21	-1.0	-13	-14	-6	-30	1.5	1	-5
10	O=C(Nc1ccccc1)c1cccn(Cc2ccccc2)c1=O	15	3.7	-3	1	-6	-6	2.7	2	-8
11	O=C(O)c1cccc2nc3ccccc3nc12	6	0.6	-9	1	-1	-4	-0.1	0	-2
12	COc1cccc(N2C(=O)NC(=O)/C(=C\c3cn(C)c4ccccc34)C2=O)c1	18	1.3	-5	-8	-1	-20	-0.1	6	-4

Two of the compounds above, field by field:
#1 CC(Cc1ccccc1)[n+]1cc(/N=C(\[O-])Nc2ccccc2)on1 (stereo not drawn)
- CHO-K1 Ca PAM: 10
- V1aR counter: 0.9
- CHO parental Ca: -19
- CHO-K1 Ca antag: -4
- OXTR potentiate: -3
- TAAR1 antag: 5
- M1 ag parental: 0.2
- TAAR1 ag: 4
- M1 ag: -2

#2 O=[N+]([O-])c1ccccc1CN1CC=C(c2ccc(F)cc2)CC1
- CHO-K1 Ca PAM: 15
- V1aR counter: .
- CHO parental Ca: .
- CHO-K1 Ca antag: 3
- OXTR potentiate: .
- TAAR1 antag: -15
- M1 ag parental: -0.1
- TAAR1 ag: 7
- M1 ag: -8

Following part:
no.	smiles	CHO-K1 Ca PAM	V1aR counter	CHO parental Ca	CHO-K1 Ca antag	OXTR potentiate	TAAR1 antag	M1 ag parental	TAAR1 ag	M1 ag
13	CC1[C@H]2Cc3ccc(O)cc3[C@]1(C)CCN2C (stereo partly drawn)	6	.	.	-19	.	9	0.4	1	-10
14	COC(=O)C1=C(c2ccc(OC(F)(F)F)cc2)C[C@@H]2CC[C@H]1N2C(=O)NCc1cccc2ccccc12	11	1.5	-33	-28	-6	-1	0.2	0	-1
15	CCCCC(=O)N/N=C/c1c(O)n(-c2cccc3ccccc23)c(=O)[nH]c1=O	10	0.7	-14	-5	-5	-15	0.8	1	-2
16	COc1ccc(C2SCC(=O)Nc3c2c(=O)[nH]n3C2CCCCC2)cc1 (stereo not drawn)	-3	0.1	7	8	-1	5	-0.4	13	-4
17	CCC(=NCCN1CCOCC1)c1c(O)n(-c2ccccc2C)c(=O)[nH]c1=O	9	1.1	-10	-19	-9	-5	0.7	1	-2
18	COc1ccc(CN2Cc3cc(N4CCOCC4)ccc3-n3nncc3C2)cc1	10	.	.	5	.	-15	0.8	4	-3
19	C=CCn1c(C)c(C=C2C(=O)NC(=O)NC2=O)c2ccccc21	-12	-0.3	-12	17	-6	-21	-0.7	3	0
20	Cn1c(O)c(C(=N)COc2cccc(Cl)c2)c(=O)n(C)c1=O	14	0.6	-4	-1	-15	5	0.1	9	-4
21	Cc1cccc(-n2c(-c3cccs3)nc3ccccc3c2=O)c1	23	-1.5	-31	-9	-1	-3	2.1	-2	-10
22	CN(C)c1ccc(C=C2C(=O)NC(=S)NC2=O)cc1[N+](=O)[O-]	11	0.3	-4	-1	0	4	0.2	0	-2
23	CCCc1nc2ccccc2c(=O)n1-c1ccc(OC)cc1	13	-0.9	-13	-4	7	-6	-0.2	0	-6
24	CC(Cc1ccccc1)NC=O (stereo not drawn)	0	0.2	-4	12	-3	74*	0.3	68*	-4
25	COC(=O)C1=C(c2ccc(S(C)(=O)=O)cc2)C[C@@H]2CC[C@H]1N2C(=O)NCc1ccc(F)cc1	8	-0.6	-17	-11	8	17	0.5	1	-12
26	CCOC(=O)C1(c2ccccc2)CCN(CCC(=O)Nc2ccccc2OC)CC1	13	1.6	-22	-20	-11	-7	7.1	5	-8
27	COC(=O)C1=C(c2ccc(OC)c(OC)c2)C[C@@H]2CC[C@H]1N2C(=O)NC1Cc2ccccc2C1	7	-1.0	-26	-6	-2	-9	-0.7	10	-8
28	CCCCCCn1c(O)c(C=NCCN2CCCCC2)c(=O)[nH]c1=O	21	-0.2	-12	-3	-6	-5	0.3	2	-5
29	Cc1ccc(S(=O)(=O)N2CC3CC(C2)c2cccc(=O)n2C3)cc1 (stereo not drawn)	-4	0.1	-7	4	2	1	-0.1	3	-5
30	COC(=O)[C@@H]1C[C@H]1[C@@H](NP(=O)(c1ccccc1)c1ccccc1)c1ccccc1	-16	0.6	-23	-4	14	0	0.0	6	-4
31	CCC1C(C#N)=C(N)Oc2c1c(=O)oc1ccccc21 (stereo not drawn)	5	0.1	5	4	-4	-10	0.1	7	-1
32	COc1ccc(C(=O)C2CCCN(CCc3ccccc3)C2)cc1OC (stereo not drawn)	-4	.	.	9	.	-5	0.2	1	-11
33	Cc1ccnc(-n2c(C)cc(/C=C3\C(=O)NC(=S)N(C)C3=O)c2C)c1	4	-0.5	-6	-1	-2	-18	0.3	4	-5
34	CCc1ccc(CN2CCN(Cc3ccc(SC)cc3)CC2)cc1	14	0.0	-20	-5	-6	-5	4.3	11	-10
35	Cc1ccc(/C=C2/C(=O)NC(=O)N(CC3CCCO3)C2=O)s1 (stereo not drawn)	14	0.7	-3	1	-4	-12	19*	12	-7
36	CN1C(=O)NC(=O)/C(=C\C=C\c2ccccc2[N+](=O)[O-])C1=O	.	0.1	-19	.	-14	8	.	9	.
37	CC12Nc3ccccc3C(=O)N1Cc1cnnn1-c1ccccc12 (stereo not drawn)	2	.	.	-4	.	-8	0.4	3	.
38	CN1CC(C#N)C2(O)c3ccccc3CCC2C1 (stereo not drawn)	-1	-0.1	-8	2	-10	-12	0.2	3	-1
39	CN(C)CCCN=Cc1c(O)n(Cc2ccco2)c(=O)[nH]c1=O	7	0.6	3	-2	4	-31	0.7	2	-4
40	Nc1ccncc1Cl	-4	0.6	-8	-14	2	24	-0.1	1	-1
41	COC(=O)C1=C(c2ccc(OC)c(OC)c2)C[C@@H]2CC[C@H]1N2C(=O)NC1CCCCC1	6	-0.8	-13	-1	-1	-1	-0.2	3	-3
42	Cc1cccn2c(=O)c3c(nc12)N1CCCCCC1C1(C3)C(=O)N(C)C(=O)N(C)C1=O (stereo not drawn)	14	-0.7	-21	-9	-7	-21	0.1	-3	-3
43	CCCCNC(=O)CN1C(=O)CN=C(c2ccccc2)c2ccccc21	9	0.6	-12	-13	1	11	0.3	-3	-3
44	COP(=O)(OC)/C(C=O)=N/Nc1ccc([N+](=O)[O-])cc1	-14	-0.3	-4	2	-11	-21	-0.2	3	-2
45	COc1ccc2ccccc2c1CNCCc1ccccc1	5	1.4	-25	4	-3	-7	0.3	11	-2
46	COc1ccc2c(c1)CC1(CN2C)C(=O)NC(=O)N(c2ccc(C)cc2)C1=O (stereo not drawn)	16	0.4	-5	-3	-15	2	0.8	6	-2
47	CC(Cc1ccccc1)NC(=O)c1ccc(N)cc1 (stereo not drawn)	14	0.1	-3	-7	0	-8	1.5	1	-3
48	O=C(O)CSC(=S)N1CC2CC(C1)c1cccc(=O)n1C2 (stereo not drawn)	12	-0.1	-9	-6	2	5	2.5	5	-1
49	c1coc(CNCCc2c[nH]c3ccccc23)c1	11	0.8	-16	-9	4	-5	0.9	13	-5
50	C=CCn1c(O)c(/C=C/C=Nc2ccccc2)c(=O)[nH]c1=O	12	3.7	-10	-2	-3	3	2.2	10	-6
51	C[C@H]1CN([C@@H](C)CO)C(=O)CCCn2nncc2CO[C@H]1CN(C)C(=O)Oc1cccc2ccccc12	9	.	.	-6	.	-30	0.2	2	-6
52	Cc1cc(C=C2C(=O)N(C)C(=S)N(C)C2=O)c(C)n1C1CCCCC1	25	0.1	8	-12	-7	-17	0.2	0	-3
53	CCC(C)NC(=O)c1c(N)n(CCCOC)c2nc3ccccc3nc12 (stereo not drawn)	24	1.1	-8	-3	-4	-2	2.0	8	-5
54	COc1ccccc1N1CCN(CCc2c[nH]c3cc4c(cc23)OCO4)CC1	-7	.	.	-13	.	-9	0.3	7	-8
55	Cc1nn(C)cc1/C=C1/CC2C3CC=C4CC(O)CCC4(C)C3CCC2(C)C1=O (stereo not drawn)	5	-0.2	-20	-4	-14	7	1.1	8	-4
56	CCCNC(=O)N1[C@H]2CC[C@@H]1C(C(=O)OC)=C(c1c(C)noc1C)C2	-2	0.3	-15	-13	2	2	0.4	7	-1
57	CC1=C(C(=O)O)N2C(=O)[C@@H](NC(=O)CCCC(=O)O)[C@H]2SC1	10	1.0	-5	3	2	-13	0.7	2	-3
58	COc1ccc(OC)c(NP(=O)(Oc2ccc(Cl)cc2)Oc2ccc(Cl)cc2)c1	-14	2.4	-30	20	3	-12	-0.1	0	-3
59	O=c1c2ccccc2nc(/C=C/c2ccccc2O)n1-c1ccccc1O	4	12	-10	5	-10	36	6.0	12	3
60	CC1(C)CSC(=NCc2ccccc2)N1	-14	14	20	20	-16	88*	26*	132*	12
61	CCCC/C(C)=C/[C@@H](NP(=O)(c1ccccc1)c1ccccc1)c1ccccc1	-16	2.6	-8	0	-17	36	-1.1	7	-2
62	COC(=O)C1=C(c2ccc3ccccc3c2)C[C@@H]2CC[C@H]1N2C(=O)NC1CC1	1	0.3	-10	-9	-5	5	0.1	5	-3
63	Cc1ccc(-n2c(C)cc(/C=C3/C(=O)NC(=O)N(C)C3=O)c2C)cc1	27	1.4	9	-14	-4	13	1.2	1	-4
64	COc1ccc(CC(C)NCCC(c2ccccc2)c2ccccc2)cc1 (stereo not drawn)	-7	12	2	7	-18	43	6.3	42*	-5
